Growth percent in the NCI-60 one-dose screen (48 h, 10 µM unless noted): 100 = growth as untreated, 0 = no growth, -100 = all killed.
BT-549: BT-549 breast cancer. 4.4% of 78,000 active
MCF7: MCF7 breast cancer. 6.3% of 82,000 active. AID 1794796
HS 578T: HS 578T breast cancer; 4.1% of 78,000 active; AID 1794788
MDA-MB-231: MDA-MB-231 breast cancer; AID 1794789; 5% of 81,000 active
T-47D: T-47D breast cancer | 5% of 79,000 active | AID 1794792
LOX IMVI: LOX IMVI melanoma. AID 1794757. 7.4% of 79,000 active
MDA-MB-468: MDA-MB-468 breast cancer; 8.5% of 78,000 active
MALME-3M: MALME-3M melanoma | 5.8% of 78,000 active | AID 1794766
Starred values were filed as active, the others as inactive; / = not tested or not shown. The calls were made as follows: active = growth percent below 10; inactive = the rest.

The line under a structure holds: BT-549 | MCF7 | HS 578T | MDA-MB-231 | T-47D | LOX IMVI | MDA-MB-468 | MALME-3M
O=c1oc2cc(OS(=O)(=O)c3ccccc3)ccc2c2c1CCCCCC2
  57 | 76 | 96 | 70 | 43 | 78 | 38 | 110
NS(=O)(=O)c1ccc(CCN2C(=O)/C(=C\c3ccc(Cl)cc3)C=C2c2ccccc2)cc1
  85 | 67 | 87 | 79 | 50 | 88 | 76 | 82
C=C1C(=O)O[C@H]2[C@H]1CC/C(COC(=O)NCc1c[nH]c3ccccc13)=C\CC[C@@]1(C)O[C@@H]21
  51 | 17 | 87 | 42 | 38 | 16 | 48 | 53
O=C(O)CC/C(=N/O)c1ccccc1
  96 | 88 | 104 | 95 | 97 | 93 | 114 | 106
CN=C1Nc2cc(OC)c(OC)c(OC)c2C(c2cc(Cl)ccc2F)O1 (stereo unspecified)
  96 | 86 | 79 | 79 | 77 | 96 | 87 | 95
CCCOC(=O)NC(C)(C)C
  102 | 94 | / | 117 | 91 | 100 | 100 | 109
Nc1nc(C(=O)O)c(N)c(=O)[nH]1
  107 | 107 | 107 | 100 | 90 | 99 | 113 | 98
C/C=C(\C)C(=O)OC1CC[N+]2([O-])CCC(COC(=O)/C(=C/C)CO)C12 (stereo unspecified)
  106 | 92 | 97 | 107 | 90 | 108 | 96 | 98
COc1ccc(NC(=O)c2sc3nc(C)c(Br)c(C)c3c2N)cc1
  93 | 86 | 105 | 92 | 75 | 91 | 122 | 91
Cc1cc(C)c(OC2=C(c3c(C)cc(C)cc3C)C(=O)c3ccccc32)c(C)c1
  99 | 92 | 103 | 90 | 71 | 72 | 91 | 102
Clc1ccc(Cn2cc(CSc3nc4ccccc4s3)nn2)cc1Cl
  92 | 90 | 85 | 98 | 89 | 98 | 102 | 104
O=C(CSc1nc(-c2ccccc2)cn1-c1ccc(Cl)cc1)c1ccc(-c2ccccc2)cc1
  95 | 97 | 94 | 103 | 94 | 101 | 100 | 87
COc1ccccc1S(=O)(=O)Nc1ccc2c3c(cc(-c4ccoc4)nc13)C(=O)N2C
  79 | 36 | 56 | 63 | 70 | 52 | 40 | 71
[O-][n+]1onc(N/N=C/c2ccc(Br)cc2)c1-c1ccccc1
  118 | 90 | 112 | 104 | 105 | 125 | 101 | 103
COc1ccc(/C=N/NC(=O)c2[nH]c(=O)c3c(=O)[nH]c(-c4ccccc4)cc3c2O)cc1
  104 | 88 | 108 | 88 | 95 | / | 94 | 95
NCCCCC(N)C(=O)NC(CCCN=C(N)N)C(=O)O (stereo unspecified)
  113 | 105 | 115 | 105 | 126 | 108 | 106 | 101
CCCC1(C)COC(c2ccc(OC)cc2)OC1 (stereo unspecified)
  90 | 93 | 90 | 103 | 95 | 97 | 102 | 86
C=CCn1c(SC)nccc1=O
  103 | 104 | 103 | 112 | 95 | 99 | 119 | /
Cc1nc(-c2ccccc2Cl)nc2sc(C(=O)Nc3ccc(Cl)cc3)c(N)c12
  37 | 71 | 38 | 97 | 80 | 86 | 90 | 64
COc1ccc2c(c1)O/C(=C\c1cccc(OCC(=O)Nc3nc(C)c(C)s3)c1)C2=O
  -82* | 94 | 43 | 21 | 76 | -68* | / | -54*
O=c1[nH][nH]c(=O)c2nc(Nc3ccccc3)ncc12
  121 | 104 | 106 | 109 | 120 | 100 | 113 | 100
COc1cc(CNC(=O)/C=C/C=C/c2ccc3c(c2)OCO3)ccc1OCc1cn(-c2cccc(Cl)c2)nn1
  97 | 80 | 69 | 76 | 74 | 74 | 75 | 78
O=C(Cn1cc(CN2C(=O)c3ccc([N+](=O)[O-])cc3C2=O)nn1)Nc1ccccc1Br
  115 | 94 | 110 | 103 | 104 | 116 | 111 | 99
COc1ccccc1OCC(O)CN1CCN(c2ccc(C)cc2)CC1 (stereo unspecified)
  104 | 95 | 99 | 93 | 95 | / | 193 | 99
CCN=C1Cn2c(nc3scc(-c4ccccc4)c3c2=O)CN1CC
  100 | 102 | 96 | 106 | 86 | 99 | / | 96
c1ccc(-c2cn3ccnc3c(-c3ccc4ncn(C5CCCCC5)c4c3)n2)cc1
  43 | 62 | 76 | 59 | -11* | 60 | 46 | /
O=C(Nc1cccc(NC(=O)C2CCCCC2)c1)c1ccccn1
  102 | 86 | 111 | 104 | 96 | 91 | 116 | 91
NC(=S)CNC(=O)c1ccccc1
  / | 104 | / | 101 | 87 | 100 | 99 | 101
O=C1CN(CO)C(=O)CN1CO
  113 | 101 | 101 | 108 | 107 | 100 | / | 103
COc1cc(NC(=O)c2ccccc2-c2ccccc2)c(C(N)=O)cc1OC
  / | 99 | 96 | 82 | 105 | 97 | 103 | 93
COc1ccc(-c2nn(-c3ccccc3)cc2/C=C/C(=O)NNC(=O)Nc2ccc(C)cc2)cc1
  114 | 92 | 100 | 84 | 92 | 98 | 102 | 92
Cc1ccc(/C=C2\S/C(=N/c3nccs3)N(C)C2=O)cc1
  102 | 69 | 84 | 71 | 68 | 80 | 96 | 123
N#CC(c1ccccc1)C1CCN(Cc2ccccc2)CC1 (stereo unspecified)
  110 | 97 | / | 99 | 100 | 93 | 122 | 110
COc1ccc2nc3cc(Cl)ccc3c(Nc3ccc([N+](=O)[O-])cc3)c2c1
  97 | 71 | 100 | 76 | 65 | 93 | 61 | 98
CS(=O)(=O)Nc1ccc(C(=O)N=Nc2c(O)[nH]c3ccc(F)cc23)cc1
  107 | 93 | 87 | 104 | 114 | 101 | 106 | 103
COc1cc(-c2c(C#N)c(-c3ccc(C)cc3)nc3c2c(-c2ccccc2)nn3-c2ccccc2)ccc1O
  109 | 85 | 96 | 101 | 88 | 102 | 104 | 100
CCN1C(=O)N(CC)C2Nn3c(s/c(=C\c4cnc(C)n4C)c3=O)=NC21 (stereo unspecified)
  102 | 98 | 91 | 84 | / | 95 | 101 | 81
CCC(=O)O[C@H]1CCC[C@H]2[C@@H]3CCC4=CC(=O)CC[C@]4(C)[C@H]3CC[C@]12C
  97 | 95 | 81 | 107 | 84 | 100 | 86 | 103
Cn1c2ccccc2c2c3c(c4c5cc(Br)ccc5n(C)c4c21)C(=O)N(O)C3=O
  41 | 11 | 62 | -32* | -11* | -78* | -0.3* | 42
CN(C)NCC(O)COc1ccc(Cl)cc1 (stereo unspecified)
  106 | 94 | 95 | 111 | 89 | 98 | 98 | 87
COc1ccc(OC)c(/C=C/C(=O)c2cc(C(=O)c3ccc(Br)cc3)n3ccc(C)cc23)c1
  93 | 67 | 94 | 84 | 78 | 86 | 62 | 83
Cc1c(Cc2ccccc2)c(=O)oc2cc(O)ccc12
  98 | 96 | 102 | 109 | 101 | 98 | 103 | 101
CC(C(=O)C(C)(C)C)C(=O)C(C)(C)C
  98 | 100 | 128 | 109 | 111 | 98 | 104 | 101
COc1ccc(NC(=O)CSc2nc3ccccc3c(=O)n2C)cc1
  104 | 90 | 101 | 103 | 81 | 100 | 93 | 98
CCN(CC)c1ccc(C(=N)c2ccc(N(CC)CC)cc2)cc1
  8.1* | -19* | -47* | -63* | -28* | / | -25* | -33*
COc1ccc(-c2c(NC(=O)Nc3ccc(Br)cc3)cnn2-c2ccc(S(N)(=O)=O)cc2)cc1
  92 | 92 | 85 | 97 | 68 | 100 | 110 | 105
C(=Nc1cnc2ccccc2c1)c1ccnc2ccccc12
  99 | 26 | 104 | 102 | 75 | 64 | 107 | 93
CC(=O)N1c2ccccc2CC1c1c[nH]c2ccccc12 (stereo unspecified)
  82 | 97 | 90 | 98 | 61 | 88 | 84 | 98
O=c1[nH]c2c(c(=O)[nH]1)CCCCCC2
  101 | 103 | / | 109 | 101 | 109 | / | 102
CN(C)c1ncnc2nc(Cl)[nH]c12
  95 | 98 | 115 | 111 | 86 | 102 | 102 | 107
O=C1/C(=C\c2cn(CC(O)CN3CCCCC3)c3ccccc23)c2ccccc2N1c1c(Cl)cccc1Cl (stereo unspecified)
  -86* | -78* | -55* | -82* | / | -85* | -93* | -66*
COc1ccc(C(O)c2cnc(C)n2Cc2ccccc2)cc1 (stereo unspecified)
  123 | 98 | 98 | 103 | 84 | 93 | 84 | 99
O=C(N/N=C1\SCC(=O)N1c1ccccc1)c1cc(-c2cc3ccccc3o2)nn1-c1ccccc1
  101 | 100 | 109 | 92 | 101 | 107 | / | 94
BrCCCc1n(Cc2ccc3ccccc3c2)c2ccccc2[n+]1Cc1ccc2ccccc2c1
  -73* | -75* | -48* | -61* | -11* | -94* | -68* | -73*
CNNC(=O)c1ccncc1
  101 | 105 | 106 | 111 | 102 | 105 | 106 | 102
COc1ccc(Cn2cc(C(=O)N=Nc3c(O)[nH]c4c(C)cccc34)nn2)cc1
  103 | 85 | 84 | 51 | 81 | 75 | 89 | 40
CCOC(=O)c1nn(C2CCCCO2)c2ccc(NC(=O)CSc3nnc(N)s3)cc12 (stereo unspecified)
  96 | 96 | 100 | 108 | 105 | 97 | 121 | 107
CC1=CC(=O)C(C(C)=Nc2cccc(Cl)c2)C(=O)O1 (stereo unspecified)
  105 | 103 | / | 103 | 99 | 107 | 112 | 104
COc1ccc(Cn2cc(C#N)c(N)c2C(C)=O)c(OC)c1
  107 | 101 | 111 | 101 | 106 | 100 | 100 | 108
O=S(=O)(NCCCNc1nccc(-c2c(-c3ccc(F)cc3)nc3sccn23)n1)c1ccc(F)cc1
  53 | 33 | 67 | 73 | -2.5* | 28 | 50 | 49

Additional results follow:
The line under a structure holds: BT-549 | MCF7 | HS 578T | MDA-MB-231 | T-47D | LOX IMVI | MDA-MB-468 | MALME-3M
COc1nc2ccccc2nc1NN
  110 | 93 | 103 | 94 | 91 | 94 | 102 | 98
CC12CCC3C4CCC(=O)C=C4CC(F)CC3C1CCC2O (stereo unspecified)
  104 | 104 | 107 | 100 | 109 | 93 | 97 | 87
C=C1C(=O)O[C@H]2[C@H]1CC/C(COC(=O)NCc1ccc(Cn3c(=O)sn(-c4ccc(Cl)cc4)c3=O)cc1)=C\CC[C@@]1(C)O[C@@H]21
  66 | 33 | 106 | 55 | 48 | 58 | 23 | 65
COC(=O)[C@@]1(/C=C/c2ccccc2)C(=O)N(c2ccc(OC)cc2)[C@@]1(C(=O)OC)c1ccc(OC)cc1
  95 | 88 | 99 | 88 | 69 | 88 | 80 | 95
OC(CCN1CCC2CCC(C2)C1)c1ccc(Br)cc1 (stereo unspecified)
  107 | 103 | 106 | 117 | 95 | 96 | 102 | /
Cc1nn(-c2ccc(Cl)cc2)c2nc(CN3CCN(c4cc5c(cc4F)c(=O)c(C(=O)O)cn5C4CC4)CC3)[nH]c(=O)c12
  58 | 35 | 69 | 52 | 65 | 18 | 61 | 84
Cc1[nH]c(C(=O)Nc2ccccc2OCc2cccc(C(=O)N3CCC[C@@H](N)C3)c2)c(Cl)c1Cl
  -89* | -78* | -51* | -76* | -55* | -90* | -74* | -79*
CC1(C)CC[C@]2(C(=O)O)CC[C@]3(C)C(=CC[C@@H]4[C@@]5(C)C[C@@H](Cc6cn([C@@H]7O[C@H](CO)[C@@H](O)[C@H](O)[C@H]7O)nn6)[C@H](O)C(C)(C)[C@@H]5CC[C@]43C)[C@@H]2C1
  101 | 91 | 97 | 97 | 94 | 99 | 87 | 112
COC(=O)C1=NN(c2ccccc2)C2C3N(c4ccccc4)N=C(C(=O)OC)N3c3ccccc3N12 (stereo unspecified)
  121 | 106 | 95 | 82 | 93 | 83 | / | 111
N#Cc1c(NC(=O)c2ccc(Cl)cc2)n[nH]c1Nc1ccccc1
  / | 76 | 107 | 111 | 118 | 103 | 107 | 111
COC(=O)c1cncn1Cc1ccccc1
  97 | 94 | 123 | 116 | 112 | 102 | 107 | /
O=[N+]([O-])c1ccco1
  129 | 94 | 121 | 110 | 101 | 103 | 114 | 108
Clc1cccc(Nc2ncnc3nc[nH]c23)c1
  107 | 96 | 106 | 111 | 84 | 97 | 84 | 115
C(CCN1CCOCC1)CN1CCOCC1
  99 | 102 | / | 98 | 98 | 97 | 100 | 104
